# Screens: PubChem BioAssay, several laboratories
# VIM-2 inhibitor – VIM-2 metallo-beta-lactamase inhibitors, primary screen, biochemical, epi-absorbance readout, Pseudomonas aeruginosa enzyme. purified VIM-2, nitrocefin hydrolysis, epi-absorbance fluorescence. inhibition, % at 5.6 µM. 290,000 compounds, 0.89% hits. AID 1527, 2009;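 active = inhibition above the mean of all tested compounds plus 3 SD, cutoff set per screening run, cut at about 7.5% in these data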;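 also: red hydrolysis product quenches plate fluorescence so inhibitors raise well fluorescence; 0% = enzyme with DMSO and 100% = DMSO without enzyme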
# IDE inh – human IDE inhibitors in live cells, primary screen, fluorescence polarization, HEK cells, FAbetaB substrate | Insulin-degrading enzyme (Homo sapiens), P14735 | FAbetaB cleavage | inhibition, % at 5.59 µM | 320,000 compounds, 0.41% hits;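 active = percent inhibition above the average of all tested compounds plus 3 SD, set per screening campaign, cut at about 16% in these data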;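 also: IDE supplied by intact live HEK cells; FP after avidin binding of uncleaved biotin substrate so inhibition keeps polarization high; 0% = DMSO wells and 100% = 60 µM reference IDE inhibitor Ii1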
# Target sequence (P14735 whole entry, looked up): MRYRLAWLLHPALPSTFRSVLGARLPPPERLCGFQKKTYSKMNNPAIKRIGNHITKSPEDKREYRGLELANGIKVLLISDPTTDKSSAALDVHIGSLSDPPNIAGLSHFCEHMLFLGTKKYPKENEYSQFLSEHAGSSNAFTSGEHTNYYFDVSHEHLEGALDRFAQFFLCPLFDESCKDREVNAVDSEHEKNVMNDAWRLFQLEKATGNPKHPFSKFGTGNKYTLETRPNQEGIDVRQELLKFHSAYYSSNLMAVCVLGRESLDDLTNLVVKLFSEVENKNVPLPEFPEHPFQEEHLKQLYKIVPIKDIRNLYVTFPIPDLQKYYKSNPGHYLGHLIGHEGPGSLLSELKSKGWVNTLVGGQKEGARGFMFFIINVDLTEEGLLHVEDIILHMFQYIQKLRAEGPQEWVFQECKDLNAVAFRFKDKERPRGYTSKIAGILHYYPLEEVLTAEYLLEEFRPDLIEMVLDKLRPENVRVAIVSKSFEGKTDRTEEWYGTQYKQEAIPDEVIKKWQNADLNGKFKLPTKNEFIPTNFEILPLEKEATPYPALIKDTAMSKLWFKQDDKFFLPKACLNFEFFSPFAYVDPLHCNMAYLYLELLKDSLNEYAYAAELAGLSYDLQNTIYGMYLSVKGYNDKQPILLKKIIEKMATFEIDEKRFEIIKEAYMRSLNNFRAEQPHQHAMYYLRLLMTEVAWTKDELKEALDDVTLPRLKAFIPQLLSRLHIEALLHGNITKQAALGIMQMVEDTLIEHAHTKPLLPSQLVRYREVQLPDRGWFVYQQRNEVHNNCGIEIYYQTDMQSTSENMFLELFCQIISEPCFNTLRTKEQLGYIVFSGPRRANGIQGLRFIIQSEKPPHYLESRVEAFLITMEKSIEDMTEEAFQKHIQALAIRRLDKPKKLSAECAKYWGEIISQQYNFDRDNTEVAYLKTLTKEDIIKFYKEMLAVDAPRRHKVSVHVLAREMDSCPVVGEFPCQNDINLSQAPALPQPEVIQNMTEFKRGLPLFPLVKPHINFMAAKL
# IDE act – human IDE activators in live cells, primary screen, fluorescence polarization, HEK cells, FAbeta-B substrate; activation, % at 5.96 µM; 340,000 compounds, 0.073% hits; FAbeta-B cleavage; 0% vehicle, 100% cell-free pure enzyme wells; Insulin-degrading enzyme (Homo sapiens), P14735; AID 493087, 2011;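 active = activation above the mean of all tested compounds plus 3 SD, set per screening campaign, cut at about 17% in these data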
# HCV NS3 hel inh – inhibitors of HCV NS3 helicase, primary screen, biochemical, Cy5 molecular beacon fluorescence. 290,000 compounds, 0.56% hits. inhibition, % at 10.9 µM. Hepatitis C virus NS3 helicase. NS3 helicase DNA unwinding;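 active = inhibition above the mean of all tested compounds plus 3 SD, set per campaign, cut at about 35% in these data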;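 also: 0% = DMSO wells and 100% = thioflavine S control wells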
#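 System: NS3 helicase fragment of HCV / Schedule: 1 h at 25 °C / Control set: DMSO alone as 0% and 110 µM thioflavine S as 100% / Reagent: Cy5/quencher beacon DNA duplex and ATP to start / Technique: Cy5 fluorescence / Replication: singlicate / Evaluation: % inhibition of end-to-start signal ratio versus controls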
# CRFBP-R2 block – antagonists of CRF-BP/CRF-R2 complex, primary screen, cell-based, HEK293, calcium dye fluorescence, uHTS | 350,000 compounds, 0.59% hits | AID 588475, 2011 | inhibition, % at 11.8 µM | CRF-induced calcium fluorescence;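 active = inhibition of the ligand-induced calcium signal above about 50% at the single tested concentration, limit read from the data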
# GalR3 antagonist – GalR3 antagonists in HEK293 cells, primary screen, cell-based, fluorescence readout; Galanin receptor type 3 (Homo sapiens), O60755; inhibition, % at 3 µM; 360,000 compounds, 0.44% hits; HEK293 GalR3-CNG cAMP membrane potential fluorescence; galR3 body fused to GalR1 C-terminus;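 active = inhibition above the screen-wide average plus 3 SD, cut at about 13% in these data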;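 also: forskolin and galanin both at EC90 stimulate the cells; cAMP rise reported by CNG channel membrane potential dye signal; 0% = forskolin plus galanin with DMSO and 100% = forskolin alone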
# IMP-1 inh – IMP-1 metallo-beta-lactamase inhibitors, primary screen, biochemical, epi-absorbance readout, Pseudomonas aeruginosa enzyme; metallo-beta-lactamase IMP-1 (Pseudomonas aeruginosa); purified IMP-1, nitrocefin hydrolysis, epi-absorbance fluorescence; inhibition, % at 5.6 µM; 290,000 compounds, 0.45% hits; AID 1556, 2009;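 active = inhibition above the mean plus 3 SD of all compounds in the same screening run, cut at about 4.5% in these data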;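 also: 0% = IMP-1 with DMSO and 100% = DMSO wells lacking enzyme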
#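 Assay system: purified recombinant IMP-1 beta-lactamase. Input: IMP-1 0.2 nM before substrate addition. Buffer or medium: Zinc- and detergent-supplemented HEPES buffer, pH 7.1. Schedule: 25 °C, 15 min preincubation, 25 min reaction. Signal: Epi-absorbance fluorescence, 480 nm excitation, 530 nm emission. Evaluation: percent inhibition from optical density relative to buffer-blank wells.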
# p-CIP stab down – p/CIP-EGFP fusion destabilizers, primary screen, fluorescence, F442A cells. Q05BA5. AID 1984, 2009. decrease of EGFP signal, % at 10 µM. 16 h. 290,000 compounds, 0.01% hits;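 active = EGFP signal decrease of at least 30% at 10 µM or well 3 SD below plate mean, unless failing retest; inactive = the rest, including hits failing retest or dose response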; also: some compounds called inactive have numbers as strong as hits; many of its hits are not listed in these tables
# UBC9 SUMO inh – inhibitors of in vitro SUMOylation cascade, primary screen, biochemical, HTRF, uHTS; SUMO-conjugating enzyme UBC9 (Homo sapiens), P63279; HTRF SUMOylation assay, SAE1/SAE2 + UBC9; inhibition, % at 35 µM; 290,000 compounds, 0.36% hits; in the data active = inhibition above about 50%, passing the limit was not always enough; also: strong numbers were not always called active
# * = called active by the depositor; . = not tested or not shown.
SMILES,VIM-2 inhibitor,IDE inh,IDE act,HCV NS3 hel inh,CRFBP-R2 block,GalR3 antagonist,IMP-1 inh,p-CIP stab down,UBC9 SUMO inh
O=C(N=C1SC2CS(=O)(=O)CC2N1c1ccccc1C(F)(F)F)C1CCCO1 (stereo unspecified),-1.7,8,-1,2,5,-8,-2.2,-6,11
O=C(O)c1sc2cc(C(F)(F)F)cnc2c1-c1ccccn1,-0.9,-3,-10,2,-4,-2,-2.4,-2,10
Oc1ccc(O)c2c1C1c3ccccc3C2c2ccccc21,-0.8,1,.,5,.,.,-2.0,-6,-15
O=C(NCCCN1CCOCC1)c1cc2ccccc2cc1O,.,3,2,.,3,-4,.,.,.
c1coc(CNc2nc3ccccc3n2CCN2CCOCC2)c1,-0.6,-1,0,10,24,0,1.4,-7,-7
CCSc1nnc2c(n1)OC(c1ccc(C(=O)O)cc1)N(C(C)=O)c1ccccc1-2 (stereo unspecified),-2.9,2,-3,3,-7,0,-1.4,-1,-2
CCCCNC(=O)c1nnn(-c2ccccc2)c1N,-2.0,7,-2,0,20,2,-3.2,-1,-2
C=CCn1c(SCC(O)Cn2c3ccccc3c3ccccc32)nnc1-c1ccco1 (stereo unspecified),0.8,5,-2,-19,-17,-3,-1.2,2,1
N#Cc1cc2ccccc2nc1SCC(=O)Nc1ccccc1N1CCOCC1,-1.8,4,4,-12,2,-4,-0.5,-11,18
O=C(NNC(=O)c1ccc2c(=O)n3c(nc2c1)CCC3)c1ccc(Cl)cc1,.,4,3,.,5,-3,.,.,.
CCOC(=O)C1CCCN(CC(=O)Nc2c(C(=O)OC)[nH]c3ccccc23)C1 (stereo unspecified),-1.2,2,4,1,-29,-1,-1.4,-3,21
CCOCCCn1c(C)nc2c[n+](CC(=O)c3ccc4ccccc4c3)cc(Br)c21,-1.4,-3,.,-50,3,-7,-2.5,-6,37
O=[N+]([O-])c1ccc(Cl)c(C2Nc3cccc4cccc(c34)N2)c1,0.0,-1,1,-3,-1,3,-2.4,-21,50
CC(=O)NS(=O)(=O)c1ccc(N=c2ssc3c2-c2ccc(C)cc2NC3(C)C)cc1,-2.4,2,-3,20,29,-2,-4.7,1,5
O=S1(=O)CC(N2CCOCC2)c2ccccc21 (stereo unspecified),0.3,8,0,-4,-22,3,0.5,7,-4
Cc1cc(C(=O)N/N=C/c2cccs2)n[nH]1,-2.9,4,.,-10,-1,-2,-1.7,15,-2
CN=Cc1nc(-c2ccccc2)oc1O,-4.1,-1,1,-5,17,-2,-2.3,-8,22
COc1cc(C(=O)NCC(c2cccnc2)N2CCN(C)CC2)cc(OC)c1OC (stereo unspecified),-1.5,-1,5,6,32,-1,-3.8,-6,20
COc1ccc(NC(=O)C(C)(C)Oc2ccc(Cl)cc2)cn1,.,2,5,.,11,-5,.,.,.
O=C(Cn1cc(C(F)(F)F)ccc1=O)N/N=C/c1ccc(F)cc1,-4.7,-8,3,4,4,4,-3.3,2,-9
Cc1ccc2c(c1)oc(=O)n2CC(=O)c1ccccc1,-2.5,-1,-4,-1,9,1,-1.7,-10,5
Cc1ccc(COC(=O)Cc2coc3cc(O)ccc23)cc1,0.3,1,-3,-7,14,-10,-2.0,-8,-9
CN(CCc1cn[nH]c1)Cc1nc(Cc2ccccc2)no1,1.7,-5,5,-1,7,-5,-1.1,-20,15
CCC(=O)C1CCCN(C(=O)c2cccc(OC3CCN(S(C)(=O)=O)CC3)c2)C1 (stereo unspecified),0.4,-3,3,3,-6,.,-2.2,-1,14
Cc1ccc(/C=C/c2onc(C)c2S(=O)(=O)N2CCC(C(=O)N3CCCCC3)CC2)cc1,-5.9,-1,7,-28,13,.,-5.0,5,-13

# 2 of the compounds above, with two lines to a compound.
# Every second line gives: VIM-2 inhibitor | IDE inh | IDE act | HCV NS3 hel inh | CRFBP-R2 block | GalR3 antagonist | IMP-1 inh | p-CIP stab down | UBC9 SUMO inh
> CN(CCc1cn[nH]c1)Cc1nc(Cc2ccccc2)no1
→ 1.7 | -5 | 5 | -1 | 7 | -5 | -1.1 | -20 | 15
> CCC(=O)C1CCCN(C(=O)c2cccc(OC3CCN(S(C)(=O)=O)CC3)c2)C1 (stereo unspecified)
→ 0.4 | -3 | 3 | 3 | -6 | . | -2.2 | -1 | 14

# Following part.
SMILES,VIM-2 inhibitor,IDE inh,IDE act,HCV NS3 hel inh,CRFBP-R2 block,GalR3 antagonist,IMP-1 inh,p-CIP stab down,UBC9 SUMO inh
COc1ccc(S(=O)(=O)N2CCCN(S(=O)(=O)c3ccc(OC)cc3C)CC2)c(C)c1,-0.4,3,-4,-12,-8,-7,-2.1,-4,-12
Cc1cc(Sc2ccc([N+](=O)[O-])cn2)ccc1Br,.,1,2,.,35,-4,.,.,.
O=C(CN1C(=O)/C(=C/c2cccc(Br)c2)SC1=S)N1CCCC1,-4.3,4,-5,5,-15,3,-1.8,-16,18
COc1cccc(-c2ncc3ccccn23)c1,-1.7,4,4,3,6,-1,-7.2,-4,4
CCN(Cc1ccccc1)S(=O)(=O)c1cc(C(=O)OC)n(C)c1,-3.0,2,3,1,7,2,-6.1,-4,-13
NC(=O)C1CCN(C(=O)CSc2nc3ccccc3[nH]2)CC1,-2.5,6,4,-1,23,-4,-1.4,-10,17
COC(=O)c1ccc(CNC(=O)c2ccc3c(c2)OCCO3)cc1,-2.1,8,4,0,-7,-7,-3.4,5,9
O=C(CSc1nnnn1-c1cccc(O)c1)NC1CC1,-0.2,-1,0,-1,6,-3,-0.3,2,12
Cc1ccc(C(=O)c2ccccc2C(=O)O)s1,-1.7,4,5,-1,-28,-4,-0.6,-4,3
CCOC(=O)C1CCCN(CCC(=O)Nc2ccc(Br)c(C)c2)C1 (stereo unspecified),1.0,.,-4,-23,-3,-7,0.0,5,-2
O=C(NCC1CCCO1)c1ccccc1NC(=O)c1cccc2ccccc12 (stereo unspecified),0.7,6,2,-3,-7,-4,-3.3,-2,12
Cc1cc(=O)oc2cc3oc(=O)cc(C)c3cc12,0.1,-3,0,4,-1,6,-2.3,-5,0
CCN(CC)CCNc1nc2c(c(=O)[nH]c(=O)n2C)n1CCCc1ccccc1,-0.3,-2,-5,0,6,-8,-2.0,7,2
CC(C)=C(NC(=O)c1ccccc1)C(=O)N/N=C(\C)c1ccccc1O,-5.0,0,3,6,-1,-2,-3.7,-4,9
COc1ccc(OC)c(-c2nn(-c3ccccc3)cc2C(=O)NCC(c2cccs2)N2CCOCC2)c1 (stereo unspecified),.,-6,-1,.,16,-2,.,.,.
CN1CCC(OC(=O)c2ccc(Br)cc2)CC1,-2.0,2,3,1,7,-1,-2.6,.,.
COc1ccc(C(=O)n2c(N)nc3ccccc32)cc1OC,-4.0,-4,3,-5,8,-9,-2.3,-12,4
COc1ccccc1C(=O)N/N=C1/NC(=O)CC(C(=O)Nc2ccccc2)S1 (stereo unspecified),-3.1,0,10,1,-23,-1,-5.2,1,-4
COc1ccc(C)cc1NC(=O)C1CCN(C(=O)Cc2ccccc2)CC1,-2.4,3,2,5,-3,-4,-4.5,-9,14
CC(=O)NC1C(=O)N=C(SCC(=O)Nc2sc3c(c2C#N)CCCCCC3)NC1=O (stereo unspecified),-0.8,-2,3,3,1,-7,-1.3,8,7
COC(=O)[C@H]1C[C@@H]1[C@H](NC(=O)c1cc(C)on1)c1ccccc1,-1.6,-1,7,-5,-8,-4,-5.3,-11,12
CCOC(=O)CC(=O)CSc1nc2c(sc(=S)n2-c2ccc(C)c(C)c2)c(=O)[nH]1,-3.6,4,-4,-4,18,-10,-3.8,-5,11
CC1CC1C(=O)OCC(=O)NCc1ccc(Cl)cc1Cl (stereo unspecified),-0.6,2,3,-2,-8,0,-2.3,-1,12
Cn1cnnc1SCc1ccc(F)c2ccccc12,-1.9,4,4,1,10,-11,-3.5,-10,6
Cc1cc(=O)[nH]c2c1c(C)nn2C1CCCC1,-3.2,7,1,-1,6,-3,-1.4,-13,18
# (next part)
SMILES,VIM-2 inhibitor,IDE inh,IDE act,HCV NS3 hel inh,CRFBP-R2 block,GalR3 antagonist,IMP-1 inh,p-CIP stab down,UBC9 SUMO inh
COc1ccc(NC(=O)/C(=C\c2ccc(OS(=O)(=O)c3ccc(C)cc3)cc2)NC(=O)c2ccccc2)cc1,0.7,1,3,0,1,-3,-0.8,12,-8
CN1CCc2nc(NC(=O)c3cccc(S(=O)(=O)N4CCc5ccccc54)c3)sc2C1,-3.9,0,5,-84,-22,-4,-2.7,-4,-5
O=C1C=C(NCCc2ccccc2)C2(CCCCC2)O1,-2.7,5,5,1,5,-1,-2.0,-5,5
CCN(CC(=O)Nc1ccc(NC(C)=O)cc1)C(=O)c1ccc(N2CCC(C)CC2)c([N+](=O)[O-])c1,.,4,2,.,-5,4,.,.,.
O=S(=O)(c1ccc(S(=O)(=O)N(Cc2ccco2)Cc2ccccc2Cl)cc1)N1CCCC1,-3.7,-6,8,-5,-10,-2,-3.0,4,-11
COC(=O)c1ccc(OCCCCN(C)Cc2ccccc2)cc1,0.4,-1,-8,-14,6,-10,-1.1,-2,8
Cc1ccc(/C=C2\SC(N3CCCC3)=NC2=O)cc1,1.5,-2,.,2,.,-4,-1.6,1,6
NS(=O)(=O)c1cccc(NC(=O)CSc2nc3nc(-c4cccs4)cc(C(F)(F)F)c3c(=O)[nH]2)c1,-0.2,6,-1,7,3,2,-3.8,5,34
CC(C)CCOP(=O)(c1ccc(N(C)C)cc1)C(O)c1ccccn1 (stereo unspecified),-0.7,-1,1,-5,13,-1,-0.3,-5,31
O=C(c1ccccn1)N1CCCC(N2CCN(c3ccccc3)CC2)C1 (stereo unspecified),-2.1,-5,3,1,-8,0,-4.3,1,3
COCc1cc(=O)[nH]c2cc(NC(=O)C(F)(F)F)c(C)cc12,-1.9,0,5,0,-1,-4,-2.2,-5,14
O=C(COc1ccccc1)NCc1ccccc1,-0.4,-5,4,1,-4,1,-2.8,-9,0
CN(Cc1ccccc1)C(=O)C1CCN(S(=O)(=O)c2cccc3nonc23)CC1,-0.5,-4,3,-8,-4,-6,-1.4,-8,14
O=C(CS(=O)(=O)Cc1ccccc1)Nc1nnc(C2CCCCC2)s1,-2.1,-5,-2,8,6,-3,-3.0,-6,18
O=C(Nc1ccccc1)c1ccc[n+](Cc2ccc([N+](=O)[O-])cc2)c1,-2.5,5,5,-28,11,-2,-3.4,-1,14
CC(C)(CNC(=O)c1ccc(S(=O)(=O)Nc2ccccc2F)cc1)N1CCOCC1,.,7,-4,.,-3,-3,.,.,.
